High-throughput results (PubChem BioAssay)
GSIS activator – GLuc luminescence reporter in INS-1E cells, primary screen for activators of glucose-dependent secretion of insulin. activation, % at 16.6 µM. 370,000 tested, 0.61% active. INS-1E GLuc reporter insulin secretion, 2-3 h;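 active = lowest replicate activation of at least 40%, so every replicate reaches that level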;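 also: 0% = median of neutral control wells and 100% = median of IBMX positive control wells; some compounds called inactive have numbers as strong as hits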
ERAP1 inh – human ERAP1 aminopeptidase inhibitors, primary screen, biochemical, single point, plate reader; Endoplasmic reticulum aminopeptidase 1 (Homo sapiens), Q9NZ08; recombinant ERAP1, Leu-AMC fluorescence, 60 min; inhibition, % at 10.7 µM; 340,000 tested, 0.15% active; AID 652197, 2013;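 active = mean replicate inhibition of at least 30%, or all replicates individually reaching that 30% level; inactive = mean below 30% and not every replicate reaching it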;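 also: 0% = neutral control wells and 100% = L-leucinethiol positive control wells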
esBAF inh – Bmi1 luciferase reporter increase in mESCs, primary screen, esBAF inhibitor project, mouse ES cells, Bmi1 luciferase knock-in, single point; 350,000 tested, 2% active; AID 602393, 2012; reporter increase, % at 12.5 µM; 24 h; 100% = twice the neutral-well signal; in the data active = activation above about 40%;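 also: 0% = median of the plate's neutral control wells and 100% = double that signal; a rise in the Bmi1 reporter signal indicates esBAF inhibition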
RAD54 branch – inhibitors of human RAD54 branch migration, primary screen, biochemical, fluorescence, single point. DNA repair and recombination protein RAD54-like (Homo sapiens), Q92698. RAD54 Holliday junction branch migration, FAM/BHQ fluorescence. inhibition, % at 10.4 µM. 360,000 tested, 0.14% active;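 active = mean normalized replicate activity at least 40 and at least half of replicates scoring 40 or more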;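 also: 0% = median of neutral control wells and 100% = median of positive control wells; inhibitors cause a drop in the FAM fluorescence signal; in these data hits start at about 50%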
ARNT TACC3 PPI – disruptors of ARNT/TACC3 protein interaction, primary screen, biochemical, AlphaScreen, single concentration; inhibition, % at 9.99 µM; Transforming acidic coiled-coil-containing protein 3 (Homo sapiens), Q9Y6A5; AlphaScreen His-ARNT PAS-B/GST-TACC3 binding, luminescence; TACC3 fragment carries E629A point mutation; 390,000 tested, 0.66% active; AID 623870, 2012;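 active = mean inhibition of replicates at least 50% and at least half of replicates each reaching 50%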;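 also: 0% = complete ARNT plus TACC3 wells and 100% = ARNT alone without TACC3; many hits fall short of the cut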
RAD52 inh – RAD52 DNA annealing inhibitors, primary screen, biochemical, FRET, single point, set 2; DNA repair protein RAD52 homolog (Homo sapiens), P43351; recombinant RAD52 DNA annealing, FRET fluorescence; inhibition, % at 18.7 µM; 360,000 tested, 0.46% active; AID 651710, 2012;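 active = every replicate showing at least 50% inhibition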
Target sequence (P43351 whole entry, looked up): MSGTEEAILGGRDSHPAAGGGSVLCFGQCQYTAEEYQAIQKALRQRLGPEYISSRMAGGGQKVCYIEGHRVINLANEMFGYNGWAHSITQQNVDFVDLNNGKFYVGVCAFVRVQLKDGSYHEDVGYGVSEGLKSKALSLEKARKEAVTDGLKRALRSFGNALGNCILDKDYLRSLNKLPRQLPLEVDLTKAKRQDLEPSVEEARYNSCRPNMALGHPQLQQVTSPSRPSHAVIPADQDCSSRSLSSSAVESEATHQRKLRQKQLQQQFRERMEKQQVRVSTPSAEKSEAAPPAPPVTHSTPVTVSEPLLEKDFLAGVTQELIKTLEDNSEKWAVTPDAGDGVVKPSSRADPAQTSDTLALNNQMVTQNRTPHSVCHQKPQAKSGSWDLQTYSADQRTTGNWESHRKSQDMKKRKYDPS
XiGFP reactiv – activators of inactive X chromosome reactivation, primary screen, imaging, XiGFP fibroblasts, GFP high-content imaging, set 2 | 360,000 tested, 0.055% active | XiGFP mouse fibroblasts, % GFP-positive cells imaging, 3 d; cells co-treated with 5-aza-dC sensitizer; scaled so ellipticine positive control = 100% | activation, % at 7.58 µM;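 active = mean normalized replicate activation at least 10% and every replicate at or above 10%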;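 also: 0% = median of on-plate neutral control wells and 100% = ellipticine 6 µM median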
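Material: XiGFP fibroblasts, SV40-immortalized. Buffer or medium: DMEM plus 5-aza-dC sensitizer. Compound: single concentration per compound, delivered by pin transfer. Times: 3 days compound exposure. Controls: ellipticine 6 µM.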
CFTR F508del cor – F508del CFTR correction, initial screen, CFBE line, single point | CFBE cells, YFP halide quenching; stimulated with forskolin plus potentiator P3; % fluorescence drop versus neutral controls | activity (quench increase), % at 7.58 µM | 350,000 tested, 0.36% active;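 active = mean added fluorescence quench of at least 8% versus neutral control, with both replicates also reaching 8%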;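 also: cells transiently co-express mutant CFTR-F508del with the halide-sensitive YFP; corrector assay measuring rescue of mutant channel to the surface after 24 h compound exposure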
Active calls of the source: *; · = not tested or not shown. This is a random part of the collection; overall some 3.3% were active at least once.

No.	Compound	ARNT TACC3 PPI	RAD52 inh	XiGFP reactiv	esBAF inh	RAD54 branch	ERAP1 inh	CFTR F508del cor	GSIS activator
1	CCS(=O)(=O)c1nc(S(=O)(=O)c2ccc(C)cc2)c(NCCCN2CCOCC2)s1	-6	-20	0.0	-4	-5	4	-2.2	22
2	O=C(NCCCN1CCOCC1)c1cccc(S(=O)(=O)N2CCc3ccccc3C2)c1	12	-4	0.0	·	·	8	·	-13
3	CC(C)NC(=O)Nc1ccc2c(c1)C(=O)N([C@H](C)CO)C[C@@H](C)[C@@H](CN(C)Cc1ccccc1)OCCCC[C@@H](C)O2	11	2	0.0	-5	2	-1	0.2	2
4	N/C(=N\OC(=O)c1cnn(-c2ccccc2)c1C(F)(F)F)c1ccc(C(F)(F)F)cc1	-5	1	0.1	·	·	-2	0.2	3
5	C=CCN(C(=O)c1csnn1)C(C(=O)NCc1ccc(F)cc1)c1ccccc1 (stereo not given)	-4	-5	0.1	-2	-21	2	0.1	-26
6	CC(=O)c1cccc(NC(=O)CCCSc2ccccc2)c1	-23	-15	0.0	2	-4	-2	-2.0	-6
7	CCCN1CCN(S(=O)(=O)c2ccc(OC)c(Br)c2)CC1	-3	·	·	3	-1	·	·	51
8	COc1ccccc1NC(=S)NCCN1CCOCC1	-2	-5	0.0	-7	4	18	·	-8
9	COc1ccc(-c2sc3ccc(N4CCOCC4)cc3c2C#CC2(O)CCCCC2)cc1	·	-13	0.1	-2	13	-2	0.8	18
10	C[C@@H]1CCCCO[C@H](CN(C)S(=O)(=O)c2cn(C)cn2)[C@@H](C)CN([C@@H](C)CO)C(=O)c2cc(NS(=O)(=O)c3cccs3)ccc2O1	-2	-9	0.0	1	-4	2	0.3	1
11	COc1ccccc1CN(C)C(=O)c1cc2ccccc2o1	-4	-14	-0.1	0	-2	-4	-0.5	27
12	Cn1c(SCc2ccccc2)nnc1-c1ccc2nonc2c1	11	-5	0.0	18	·	8	-0.2	14
13	COc1ccc(OC)c2c1nc1n2CCS1	-6	·	0.1	·	6	·	·	12
14	Cc1noc(C)c1S(=O)(=O)Nc1cccc2c1O[C@@H](CN(C)Cc1ccncc1)[C@@H](C)CN([C@@H](C)CO)C2=O	-7	-20	0.1	4	2	1	0.1	18
15	COc1ccc(NC2SC(=O)N(C)C2=O)cc1 (stereo not given)	-1	4	-0.1	4	3	2	-0.3	-7
16	O=C(CCSc1ccccc1)Nc1nnc(-c2ccccc2)o1	19	-4	-0.2	-8	-5	1	-3.7	0
17	OCC[C@@H]1C[C@@H](O)[C@H](O)[C@]2(Cc3ccccc3CCO2)O1	-5	-13	0.0	9	-4	-3	-0.4	5
18	CC(C)(C)OC(=O)NCCCCCNC(=O)c1nc[nH]c1C(=O)NCc1ccccc1	2	-10	-0.7	0	-1	-2	-0.6	-32
19	CN(C(=O)c1ccccc1C(=O)OCC(=O)Nc1ccc(OC(F)F)cc1)c1ccccc1	0	-5	0.3	20	1	2	-4.6	-19
20	Cc1cccc(S(=O)(=O)N2CCCCN3[C@H](CO)[C@H](c4ccc(-c5ccncc5)cc4)[C@H]3C2)c1	16	-18	0.0	1	13	3	1.0	-18
21	O=C(Nc1nc2ccccc2[nH]1)c1ccc(Cl)c([N+](=O)[O-])c1	-3	-7	0.2	·	-2	-1	-0.7	-3
22	COc1ccc(-c2ccc([C@H]3[C@H](CO)N4C(=O)CN(C(=O)c5cccnc5)C[C@@H]34)cc2)cc1	·	-13	0.0	·	·	1	0.1	0
23	CCN(c1ccccc1)S(=O)(=O)c1cccc(C(=O)OCC(=O)c2c(N)n(C)c(=O)n(C)c2=O)c1	·	-11	0.5	8	-9	0	2.0	-11
24	Cc1cccc(N2CCN(C(=O)c3c(-c4ccccc4Cl)noc3C)CC2)c1C	-15	-5	0.7	-26	-3	1	14*	-8
25	C=CCNC(=S)N/N=C/c1ccc(C(C)(C)C)cc1	6	1	0.1	·	·	0	-1.2	-27
26	CC(C)C#Cc1ccc2c(c1)O[C@@H](CN(C)C(=O)NC(C)C)[C@H](C)CN([C@@H](C)CO)S2(=O)=O	1	·	5.3	4	-4	·	-4.0	-5
27	COc1ccc(OC)c(S(=O)(=O)NCCc2csc(-c3cccnc3)n2)c1	-4	-3	0.0	·	·	-3	1.3	·
28	O=C(Nc1ccccc1N1CCN(C(=O)c2ccccc2)CC1)c1cccc(Cl)c1	-7	-17	-0.3	-3	-9	-4	-4.1	28
29	C[C@H](CO)N1C[C@H](C)[C@H](CN(C)C(=O)CC2CC2)Oc2ncc(C#CC(C)(C)O)cc2C1=O	-13	5	-0.7	7	-12	1	-2.5	8
30	CCCCn1cnc2c(SCc3ccc(Br)cc3)nc(N)nc21	-9	-3	0.0	7	-1	-6	·	·
31	CN(C)C(=O)c1nnsc1Sc1ccc(Cl)cc1	-2	-10	0.0	6	-4	5	5.1	-2
32	Cc1cc(C)c(S(=O)(=O)Oc2ccccc2[N+](=O)[O-])c(C)c1	-8	-11	0.0	-2	2	-1	6.0	5
33	COc1ccc(N=Nc2c(C)[nH][nH]c2=O)cc1	·	-30	0.2	·	·	-1	·	4
34	CCCNC(=O)C[C@@H]1CC[C@H]2[C@@H](COc3ccc(NC(=O)c4ccccc4)cc3C(=O)N2C)O1	-4	-16	0.1	2	-12	6	-0.3	-1
35	Cc1cc(C)cc(OCC(=O)N/N=C/c2ccncc2)c1	1	·	0.1	·	-5	·	·	3
36	CC(C)N(C[C@@H]1N[C@@H](CO)[C@H]1c1ccccc1)C(=O)CN1CCOCC1	-7	-13	0.0	-1	-1	-1	-1.4	8
37	CC1CN(c2ccccc2)CCN1C(=O)c1cc(COc2c(F)cccc2F)on1 (stereo not given)	-44	-24	0.0	2	3	0	-2.9	-18
38	C[C@@H]1CN([C@@H](C)CO)C(=O)c2cc(NS(=O)(=O)c3ccc(Cl)cc3)ccc2O[C@@H](C)CCCCO[C@@H]1CN(C)Cc1ccc(C(=O)O)cc1	4	-1	0.5	-1	2	-1	0.0	11
39	CCOc1ccccc1CNC(=O)c1ccc2c(c1)N(CC)CCS2	30	-19	0.1	15	-2	0	0.5	·
40	O=C(NCCc1c[nH]c2ccccc12)/C(=C\c1cccnc1)NC(=O)c1ccccc1Br	-4	-7	0.7	-4	9	-3	-0.7	-8
41	COC(=O)c1ccc(CSc2nc3c(c(=O)n2-c2ccc(C)cc2)SCC3)o1	0	2	-0.1	0	-1	2	1.6	·
42	O=C(Nc1ccc(COc2ccccc2)cc1)Nc1cccc(C(=O)O)c1	-7	-11	0.0	18	4	-2	-1.2	6
43	Cn1c(-c2ccccn2)[n+](C)c2ccccc21	-10	-9	0.0	-1	-2	0	0.0	19
44	CC(C)NC(=O)N(C)C[C@H]1Oc2c(NC(=O)c3ccncc3)cccc2C(=O)N([C@@H](C)CO)C[C@H]1C	-3	-10	0.6	2	0	-2	-0.5	3
45	CO[C@H]1CN(C)C(=O)c2ccc(NC(=O)C3CC3)cc2OC[C@H](C)N(C(C)=O)C[C@H]1C	-5	19	0.3	-9	-7	-6	2.4	19
46	COc1ccc(C(=O)CNC2=NCCC2)cc1	-10	-1	0.1	9	10	-1	-0.6	1
47	COc1cccc(C(=O)NCCNC(=O)c2ccc(C)nc2)c1	-1	1	0.0	-9	-6	0	-0.4	8
48	C[C@H](CO)N1C[C@H](C)[C@H](CN(C)C(=O)c2ccccc2)Oc2cc(C#C[C@@H](C)O)ccc2S1(=O)=O	2	-2	0.3	-2	4	-2	0.3	9
49	C[C@H]1CN([C@@H](C)CO)C(=O)c2cc(NC(=O)Nc3ccccc3)ccc2O[C@@H]1CN(C)S(=O)(=O)c1ccc(F)cc1	11	17	-0.2	-1	2	-7	2.3	0
50	C[C@H](CO)N1C[C@H](C)[C@H](CN(C)C(=O)Nc2ccccc2)Oc2ccc(NC(=O)CCCN(C)C)cc2C1=O	-1	-42	-0.5	-1	-2	-2	2.3	5
51	O=C(Nc1ccc(F)cc1)N1C[C@@H]2[C@H](c3ccccc31)[C@@H](CO)N2C(=O)c1ccccc1F	-1	-5	0.3	1	-7	1	2.6	-1
52	Nc1cc(Cl)cc2c1-c1ccc(Cl)cc1C2	3	3	-0.2	21	17	0	-3.3	·
53	OCC1(CCOc2ccccc2)CCN(Cc2ccc3c(c2)OCCO3)CC1	4	10	0.0	-7	7	-1	0.2	8
54	CC1CN(Cc2cn(C)nc2-c2ccc(Oc3ccccc3)cc2)CCN1C (stereo not given)	·	0	0.1	-12	5	14	0.4	·
55	O=C(Nc1ccccc1)c1sccc1Oc1ccc([N+](=O)[O-])cc1F	2	-16	0.0	·	·	-2	-5.2	3
56	CCc1nc2ccccc2c(C(=O)OCC(=O)NC2CC2)c1C	6	-10	0.3	8	-13	-1	-0.9	23
57	Cn1c(N)cc(-c2ccc(F)cc2)c(C#N)c1=O	3	-6	-0.8	·	·	2	-2.4	5
58	CCOC(=O)c1sc2nc(C)nc(NCc3ccccc3)c2c1C	3	-8	0.2	0	·	4	-0.8	-1
59	COC(=O)c1ccc(CNC(=O)Cn2cc(C)c(=O)[nH]c2=O)cc1	-3	-9	0.1	-2	-4	1	2.5	-1
60	O=C(Nc1ccc(-c2ccccc2)cc1)c1ccc2c(c1)S(=O)(=O)c1ccccc1C2=O	·	-22	0.0	0	0	-6	2.5	-7

Entries of single compounds as entered above. Screens in order: ARNT TACC3 PPI	RAD52 inh	XiGFP reactiv	esBAF inh	RAD54 branch	ERAP1 inh	CFTR F508del cor	GSIS activator
CCc1nc2ccccc2c(C(=O)OCC(=O)NC2CC2)c1C in the list: 6	-10	0.3	8	-13	-1	-0.9	23
C[C@H](CO)N1C[C@H](C)[C@H](CN(C)C(=O)Nc2ccccc2)Oc2ccc(NC(=O)CCCN(C)C)cc2C1=O in the list: -1	-42	-0.5	-1	-2	-2	2.3	5
O=C(NCCc1c[nH]c2ccccc12)/C(=C\c1cccnc1)NC(=O)c1ccccc1Br in the list: -4	-7	0.7	-4	9	-3	-0.7	-8

Carrying on:
No.	Compound	ARNT TACC3 PPI	RAD52 inh	XiGFP reactiv	esBAF inh	RAD54 branch	ERAP1 inh	CFTR F508del cor	GSIS activator
61	CCCC(=O)Nc1sc(C(=O)OC)c(C)c1C(N)=O	-8	-32	·	1	4	-3	-0.4	3
62	Cn1c(SCC(=O)NCc2ccco2)nnc1C1CC1	11	-11	0.0	-4	-12	2	0.2	14
63	CC1(C)CC2(C)OC(=N)C1(C#N)C2(C#N)C#N (stereo not given)	-8	-8	0.4	·	·	3	5.1	7
64	COc1ccc(CN2CCN(CC3CC3)CC2CCO)cc1C (stereo not given)	·	-4	0.2	1	7	-3	3.6	·
65	COc1ccccc1NC(=O)c1ccc(NC(=O)C2CC2)cc1	-1	-7	0.0	0	0	-1	1.5	17
66	COCCCN1C(=O)C(CC(=O)NCc2cccc3ccccc23)CC(C(=O)N(C)C)=C1C (stereo not given)	·	-5	0.2	4	2	0	-0.9	3
67	CC1CCC(N(CCCN)Cc2ccco2)CC1C (stereo not given)	6	2	0.1	-28	-8	·	-0.4	-20
68	CC(C)c1nnc(N2C(=O)C(O)=C(C(=O)c3cccs3)C2c2ccccc2)s1 (stereo not given)	-11	-221	0.0	·	·	-1	-1.3	2
